# Screens (PubChem)
# CDK5 p35 inh = inhibitors of human CDK5/p35 kinase; Recombinant CDK5/p35, ADP-Glo luminescence, 60 min; inhibition, % at 10 µM; hit rate 0.01% among 330,000;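 active = highest replicate inhibition of at least 50% and at least 75% of replicates reaching 50%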;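 also: plate controls were DMSO neutral control for no effect and GW8510 at 10 µM for full effect; many of its hits are not listed in these tables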
# SUMO Mot1 rescue = blocks SUMOylation pathway, rescuing yeast Mot1-301 growth; hit rate 1% among 320,000; growth rescue, % at 18.8 µM; S. cerevisiae Mot1-301 growth rescue, ATP luminescence, 38.5C; percent above DMSO median, 100 means doubled;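 active = every valid replicate shows activation above 250% relative to neutral control wells; inactive = the rest, any valid replicate at or below 250%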;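 also: OY570 slx delta 5 strain wells were the positive control but not used for scaling; some compounds called inactive have numbers as strong as hits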
# phage Ecoli inh = E. coli growth loss with phage present | growth absorbance | inhibition, % at 11.9 µM | hit rate 0.26% among 360,000; in the data active = inhibition above about 11%
# HTR5A inv ag = HTR5A inverse agonism, opioid heterodimer counter-screen; P47898; HTR5A cell line, luminescence; inhibition, % at 9.3 µM; hit rate 0.083% among 340,000; AID 504634; in the data active = inhibition mostly above about 23%, no sharp cut-off; inactive = mostly below about 18%;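 also: 0% = cells with DMSO and 100% = no-cell wells with DMSO; some compounds called inactive have numbers as strong as hits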
# Target sequence (P47898 whole entry, looked up): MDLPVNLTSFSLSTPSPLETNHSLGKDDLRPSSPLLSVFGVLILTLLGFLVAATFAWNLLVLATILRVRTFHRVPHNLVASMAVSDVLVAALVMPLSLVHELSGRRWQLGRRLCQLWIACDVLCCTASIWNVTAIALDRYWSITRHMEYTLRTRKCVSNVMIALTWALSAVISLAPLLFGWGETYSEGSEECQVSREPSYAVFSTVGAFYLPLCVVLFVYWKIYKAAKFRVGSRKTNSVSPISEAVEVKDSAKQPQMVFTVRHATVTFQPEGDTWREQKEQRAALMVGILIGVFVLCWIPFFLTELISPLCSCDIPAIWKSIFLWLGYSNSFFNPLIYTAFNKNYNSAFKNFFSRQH
# PKA-R1A activ = activators of PKA-R1A complex; hit rate 0.083% among 340,000; activation, % at 11.4 µM; AID 504707; PKA-R1A dissociation, Cy5-IP20 fluorescence polarization; scaled: DMSO 0%, 113 µM cGMP 100%;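 active = percent activation above the mean of all tested compounds plus 3 SD, cut at about 19% in these data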;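 also: higher means more PKAc released from R1A so a rise in polarization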
# HTR5A ag = HTR5A agonism, opioid heterodimer counter-screen | P47898 | HTR5A agonist assay, luminescence, cell-based | activation, % at 9.3 µM | hit rate 0.61% among 340,000 | AID 504692; in the data active = activation mostly above about 9.5%, no sharp cut-off; inactive = mostly below about 7.6%;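 also: 0% = cells with vehicle only and 100% = reference agonist; strong numbers were not always called active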
# Tat export inh = E. coli Tat transport inhibition; inhibition, % at 10 µM; hit rate 0.036% among 340,000; E. coli MC4100 TorA-mCherry Tat export, fluorescence;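 active = mean replicate inhibition at least 50% and at least half of replicates individually reaching 50%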;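 also: exported cargo escapes ClpAP degradation while cytoplasmic cargo is degraded and loses fluorescence; 0% = median of neutral control wells and 100% = median of NaSCN control wells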
# DAGLB inhibitor = diacylglycerol lipase beta (human) inhibition. Q8NCG7. HEK293T DAGLB membrane lysate, EnzChek fluorogenic substrate. inhibition, % at 5.17 µM. hit rate 0.059% among 340,000. AID 504411; in the data active = inhibition above about 34%;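 also: 0% = enzyme with vehicle and 100% = wells lacking enzyme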
# AddAB inh = less growth of phage-infected E. coli with AddAB; AID 435030; inhibition, % at 11.9 µM; hit rate 0.29% among 330,000; E. coli expressing H. pylori AddAB, absorbance growth; in the data active = inhibition above about 12%;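 also: 0% = vehicle wells of infected cells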
# PKA-R2B activ = activators of human PKA-R2B complex; P22694+P31323; PKA-R2B holoenzyme dissociation, Cy5-IP20 fluorescence polarization; R2B truncated from residue 108, S112A mutant; 0% DMSO only, 100% 113 µM cGMP; activation, % at 11.4 µM; hit rate 0.079% among 340,000; AID 504700;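 active = activation above a cutoff set at the mean over all compounds plus 3 SD, cut at about 18% in these data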;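 also: higher means more holoenzyme dissociation and a rise in polarization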
# Target sequence (P31323 whole entry, looked up, other chains not shown, the tested form may be a part): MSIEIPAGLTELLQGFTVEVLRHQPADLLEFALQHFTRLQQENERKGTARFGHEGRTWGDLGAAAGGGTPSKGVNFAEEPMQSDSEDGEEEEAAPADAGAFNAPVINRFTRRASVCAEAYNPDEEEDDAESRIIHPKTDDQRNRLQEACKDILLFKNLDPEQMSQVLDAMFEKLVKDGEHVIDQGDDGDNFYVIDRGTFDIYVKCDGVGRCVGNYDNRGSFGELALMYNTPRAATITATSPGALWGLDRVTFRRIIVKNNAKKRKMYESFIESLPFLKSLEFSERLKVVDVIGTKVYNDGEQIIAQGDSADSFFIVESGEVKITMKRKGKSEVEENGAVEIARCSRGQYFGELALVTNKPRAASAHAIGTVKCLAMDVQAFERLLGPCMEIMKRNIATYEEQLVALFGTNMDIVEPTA
# Ecoli viability = counter-screen for AddAB inhibitors: E. coli growth inhibition | E. coli V3065 growth, OD600 absorbance, 18 h | hit rate 0.27% among 330,000 | inhibition, % at 11.9 µM;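 active = inhibition above the campaign's mean inhibition across all tested compounds plus 3 SD, cut at about 9.9% in these data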;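 also: uninfected addAB+ strain grown without phage in ampicillin broth; 0% = DMSO wells and 100% = ciprofloxacin 0.95 µg/ml wells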
# An asterisk follows results filed as active; . = not tested or not shown. Not a hit list; overall some 2.3% were active at least once.
[1] CC(=O)Cc1nsc(NC(=O)c2ccc(F)cc2)n1
[2] CC1C(=O)C(C)C(c2ccc([N+](=O)[O-])cc2)NC1c1ccc([N+](=O)[O-])cc1 (stereo not given)
[3] COc1ccc(CCC(=O)Nc2ccccc2C(F)(F)F)cc1
[4] O=C(NCc1ccco1)c1cc(-c2cccnc2)nc2ccc(Cl)cc12
[5] O=C(CN1C(=O)c2ccccc2S1(=O)=O)Nc1ccc(S(=O)(=O)N2CCCCCC2)cc1
[6] COc1ccc(S(=O)(=O)NNC(=O)Nc2ccc(F)cc2F)c(OC)c1
Screen / compound no.,1,2,3,4,5,6
CDK5 p35 inh,1.0,-0.8,-0.4,-0.1,-0.7,-1.2
SUMO Mot1 rescue,2,-14,1,5,-6,-5
phage Ecoli inh,1.6,1.4,1.8,3.1,4.2,1.8
HTR5A inv ag,33,-7,8,-7,8,19
PKA-R1A activ,-4,0,-12,4,-5,-7
HTR5A ag,-3,5,-3,-1,-1,0
Tat export inh,-3,12,4,6,6,-9
DAGLB inhibitor,1,-2,0,-1,-2,-2
AddAB inh,2.8,2.5,1.9,2.1,1.2,-1.8
PKA-R2B activ,4,-13,4,-6,14,-6
Ecoli viability,0.2,1.2,0.3,0.0,0.2,2.3

[7] O=C(Oc1ccc2c(-c3ccccc3)cc(=O)oc2c1)C1CCCCC1
[8] Cc1cccc(N(Cc2cc3cc(C)ccc3[nH]c2=O)C(=O)c2cccs2)c1
[9] CCN(CC)S(=O)(=O)c1ccc(NC(=O)CN(c2ccc(OC)cc2OC)S(C)(=O)=O)cc1
[10] Cc1ccccc1NS(=O)(=O)c1cccc(-c2nnc(-c3ccccc3)o2)c1
[11] CN1C/C(=C/c2ccncc2)C(=O)/C(=C/c2ccncc2)C1
[12] CCCCC1(C2CCCC2)NC(=O)NC1=O (stereo not given)
Screen / compound no.,7,8,9,10,11,12
CDK5 p35 inh,-0.7,-0.5,-2.0,1.1,-7.0,0.7
SUMO Mot1 rescue,20,-10,-23,-34,-3,.
phage Ecoli inh,1.8,-0.2,3.4,2.7,0.2,4.4
HTR5A inv ag,4,-13,-8,18,14,7
PKA-R1A activ,-1,-5,3,-3,-11,-15
HTR5A ag,-1,4,2,-7,-5,-2
Tat export inh,2,5,0,2,8,-9
DAGLB inhibitor,-17,-1,0,-4,3,4
AddAB inh,3.7,-0.4,-0.6,-0.6,0.9,.
PKA-R2B activ,3,-1,-2,1,-6,1
Ecoli viability,1.6,-0.5,-2.4,-0.7,-0.9,.

# 9 structures already listed, sorted by count of non-hydrogen atoms, low to high:
[12] CCCCC1(C2CCCC2)NC(=O)NC1=O (stereo not given)
[1] CC(=O)Cc1nsc(NC(=O)c2ccc(F)cc2)n1
[11] CN1C/C(=C/c2ccncc2)C(=O)/C(=C/c2ccncc2)C1
[3] COc1ccc(CCC(=O)Nc2ccccc2C(F)(F)F)cc1
[7] O=C(Oc1ccc2c(-c3ccccc3)cc(=O)oc2c1)C1CCCCC1
[2] CC1C(=O)C(C)C(c2ccc([N+](=O)[O-])cc2)NC1c1ccc([N+](=O)[O-])cc1 (stereo not given)
[8] Cc1cccc(N(Cc2cc3cc(C)ccc3[nH]c2=O)C(=O)c2cccs2)c1
[5] O=C(CN1C(=O)c2ccccc2S1(=O)=O)Nc1ccc(S(=O)(=O)N2CCCCCC2)cc1
Screen / compound no.,12,1,11,3,7,2,8,5
CDK5 p35 inh,0.7,1.0,-7.0,-0.4,-0.7,-0.8,-0.5,-0.7
SUMO Mot1 rescue,.,2,-3,1,20,-14,-10,-6
phage Ecoli inh,4.4,1.6,0.2,1.8,1.8,1.4,-0.2,4.2
HTR5A inv ag,7,33,14,8,4,-7,-13,8
PKA-R1A activ,-15,-4,-11,-12,-1,0,-5,-5
HTR5A ag,-2,-3,-5,-3,-1,5,4,-1
Tat export inh,-9,-3,8,4,2,12,5,6
DAGLB inhibitor,4,1,3,0,-17,-2,-1,-2
AddAB inh,.,2.8,0.9,1.9,3.7,2.5,-0.4,1.2
PKA-R2B activ,1,4,-6,4,3,-13,-1,14
Ecoli viability,.,0.2,-0.9,0.3,1.6,1.2,-0.5,0.2

[9] CCN(CC)S(=O)(=O)c1ccc(NC(=O)CN(c2ccc(OC)cc2OC)S(C)(=O)=O)cc1
Screen / compound no.,9
CDK5 p35 inh,-2.0
SUMO Mot1 rescue,-23
phage Ecoli inh,3.4
HTR5A inv ag,-8
PKA-R1A activ,3
HTR5A ag,2
Tat export inh,0
DAGLB inhibitor,0
AddAB inh,-0.6
PKA-R2B activ,-2
Ecoli viability,-2.4

# New compounds follow
[13] COc1ccccc1N1CCN(C(CNS(=O)(=O)c2cc(F)ccc2F)c2cccnc2)CC1 (stereo not given)
[14] CCC(C)N1CC(C(=O)O)CC1=O (stereo not given)
[15] O=C(NNC1CC(=O)N(c2ccc(Cl)cc2)C1=O)c1ccco1 (stereo not given)
[16] Cc1ccccc1OCCC(=O)OCC(=O)NC1CCS(=O)(=O)C1 (stereo not given)
[17] COc1ccc(Cn2nnnc2C(c2ccc(C)cc2)N2CCN(C3CCCC3)CC2)cc1 (stereo not given)
[18] O=[N+]([O-])c1ccc2c(c1)C(N1CCOCC1)/C(=C/C1(O)CCCCC1)O2 (stereo not given)
Screen / compound no.,13,14,15,16,17,18
CDK5 p35 inh,0.5,1.4,1.3,-0.5,0.5,1.0
SUMO Mot1 rescue,45,-9,.,-4,-20,-6
phage Ecoli inh,1.9,-1.7,3.8,7.6,2.5,0.5
HTR5A inv ag,-5,-6,6,-2,12,-17
PKA-R1A activ,7,12,0,-6,7,0
HTR5A ag,2,9,2,5,2,-2
Tat export inh,-4,-3,4,-5,-3,-13
DAGLB inhibitor,-1,-2,-1,1,-2,-2
AddAB inh,-1.1,0.4,-2.2,0.0,3.8,0.6
PKA-R2B activ,12,0,-2,3,5,-11
Ecoli viability,-0.6,0.7,-1.6,-1.7,-0.2,1.5

[19] COC(=O)c1sc(N2C(=O)C(O)=C(C(=O)c3ccc(C)o3)C2c2cccs2)nc1C (stereo not given)
[20] COc1ccc(C2(C)NC(=O)N(CC(=O)Nc3ccc4ccccc4c3)C2=O)cc1OC (stereo not given)
[21] C=CCOc1ccc(C(=O)Nc2ccc(OCC)cc2)cc1
[22] O=C(O)c1cccc2c1/C(=N/Nc1ccc([N+](=O)[O-])cc1[N+](=O)[O-])c1ccccc1-2
Screen / compound no.,19,20,21,22
CDK5 p35 inh,-1.1,-3.6,-0.9,0.0
SUMO Mot1 rescue,-7,.,-5,-5
phage Ecoli inh,-1.6,2.3,5.2,.
HTR5A inv ag,7,-37,4,9
PKA-R1A activ,0,-2,-10,-5
HTR5A ag,3,14,-2,-2
Tat export inh,1,-1,2,-13
DAGLB inhibitor,0,-8,2,0
AddAB inh,-1.4,.,3.3,0.5
PKA-R2B activ,0,-10,-3,-6
Ecoli viability,-0.5,.,-0.3,0.2
